# Screening data from PubChem BioAssay.
# HCV NS3 hel inh – inhibitors of Hepatitis C virus NS3 helicase; NS3 helicase DNA unwinding, Cy5 molecular beacon fluorescence; AID 1800; actives 0.56% (n = 290,000); inhibition, % at 10.9 µM;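 active = inhibition above the mean of all tested compounds plus 3 SD, set per campaign, cut at about 35% in these data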;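 note: 0% = DMSO wells and 100% = thioflavine S control wells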
#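 System: NS3 helicase fragment of HCV / Schedule: 1 h at 25 °C / Control set: DMSO alone as 0% and 110 µM thioflavine S as 100% / Reagent: Cy5/quencher beacon DNA duplex and ATP to start / Technique: Cy5 fluorescence / Replication: singlicate / Evaluation: % inhibition of end-to-start signal ratio versus controls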
# FID counter – counter-screen for HCV NS3 helicase inhibitors: DNA intercalator displacement | DNA fluorescent intercalator displacement, fluorescence | inhibition, % at 7.9 µM | actives 0.17% (n = 290,000) | AID 1845; in the data active = inhibition above about 37%;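 note: 0% = vehicle and 100% = reference compound; higher means more ethidium bromide displaced from hairpin DNA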
# MEKK3 PB1 HTS – MEKK3-MEK5 PB1 interaction, increase or decrease; binding response (% of control), % at 10 µM; actives 1.4% (n = 290,000); bead-based flow cytometry, Alexa488-MEK5 binding to MEKK3; actives lie on both sides; 0 = blocked by unlabeled MEK5, 100 = vehicle; Q99759;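 active = binding response more than 3 SD above or below the average of its plate-row segment, actives on both sides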;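 note: Alexa488 bead fluorescence after subtracting the streptavidin-only scavenger bead signal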
# PHOSPHO1 inh – PHOSPHO1 (human) inhibition | AID 1565 | inhibition, % at 13.3 µM | Q8TCT1 | actives 1.1% (n = 290,000) | recombinant PHOSPHO1, absorbance phosphatase assay; in the data active = inhibition above about 60%
# VIM-2 inh – inhibitors of Pseudomonas aeruginosa VIM-2 metallo-beta-lactamase; purified VIM-2, nitrocefin hydrolysis, epi-absorbance fluorescence; inhibition, % at 5.6 µM; actives 0.89% (n = 290,000); AID 1527;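 active = inhibition above the mean of all tested compounds plus 3 SD, cutoff set per screening run, cut at about 7.5% in these data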;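 note: red hydrolysis product quenches plate fluorescence so inhibitors raise well fluorescence; 0% = enzyme with DMSO and 100% = DMSO without enzyme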
# IMP-1 inh – blocks Pseudomonas aeruginosa IMP-1 metallo-beta-lactamase. purified IMP-1, nitrocefin hydrolysis, epi-absorbance fluorescence. inhibition, % at 5.6 µM. actives 0.45% (n = 290,000). AID 1556;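 active = inhibition above the mean plus 3 SD of all compounds in the same screening run, cut at about 4.5% in these data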;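 note: 0% = IMP-1 with DMSO and 100% = DMSO wells lacking enzyme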
#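 System: purified IMP-1; amount: IMP-1 0.2 nM before substrate addition; compound: single dose, 5.6 µM; times: 25 °C, 15 min preincubation, 25 min reaction; signal: Epi-absorbance via hydrolysed-nitrocefin quenching of white-plate fluorescence, 480/530 nm, EDTA stop; benchmarks: DMSO with and without IMP-1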
# p-CIP stab down – p/CIP protein destabilization. Q05BA5. actives 0.01% (n = 290,000). F442A p/CIP-EGFP cells, EGFP fluorescence, 16 h. decrease of EGFP signal, % at 10 µM;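 active = EGFP signal decrease of at least 30% at 10 µM or well 3 SD below plate mean, unless failing retest; inactive = the rest, including hits failing retest or dose response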; note: some compounds called inactive have numbers as strong as hits; many of its hits are not listed in these tables
# Target sequence (Q05BA5 1-1403): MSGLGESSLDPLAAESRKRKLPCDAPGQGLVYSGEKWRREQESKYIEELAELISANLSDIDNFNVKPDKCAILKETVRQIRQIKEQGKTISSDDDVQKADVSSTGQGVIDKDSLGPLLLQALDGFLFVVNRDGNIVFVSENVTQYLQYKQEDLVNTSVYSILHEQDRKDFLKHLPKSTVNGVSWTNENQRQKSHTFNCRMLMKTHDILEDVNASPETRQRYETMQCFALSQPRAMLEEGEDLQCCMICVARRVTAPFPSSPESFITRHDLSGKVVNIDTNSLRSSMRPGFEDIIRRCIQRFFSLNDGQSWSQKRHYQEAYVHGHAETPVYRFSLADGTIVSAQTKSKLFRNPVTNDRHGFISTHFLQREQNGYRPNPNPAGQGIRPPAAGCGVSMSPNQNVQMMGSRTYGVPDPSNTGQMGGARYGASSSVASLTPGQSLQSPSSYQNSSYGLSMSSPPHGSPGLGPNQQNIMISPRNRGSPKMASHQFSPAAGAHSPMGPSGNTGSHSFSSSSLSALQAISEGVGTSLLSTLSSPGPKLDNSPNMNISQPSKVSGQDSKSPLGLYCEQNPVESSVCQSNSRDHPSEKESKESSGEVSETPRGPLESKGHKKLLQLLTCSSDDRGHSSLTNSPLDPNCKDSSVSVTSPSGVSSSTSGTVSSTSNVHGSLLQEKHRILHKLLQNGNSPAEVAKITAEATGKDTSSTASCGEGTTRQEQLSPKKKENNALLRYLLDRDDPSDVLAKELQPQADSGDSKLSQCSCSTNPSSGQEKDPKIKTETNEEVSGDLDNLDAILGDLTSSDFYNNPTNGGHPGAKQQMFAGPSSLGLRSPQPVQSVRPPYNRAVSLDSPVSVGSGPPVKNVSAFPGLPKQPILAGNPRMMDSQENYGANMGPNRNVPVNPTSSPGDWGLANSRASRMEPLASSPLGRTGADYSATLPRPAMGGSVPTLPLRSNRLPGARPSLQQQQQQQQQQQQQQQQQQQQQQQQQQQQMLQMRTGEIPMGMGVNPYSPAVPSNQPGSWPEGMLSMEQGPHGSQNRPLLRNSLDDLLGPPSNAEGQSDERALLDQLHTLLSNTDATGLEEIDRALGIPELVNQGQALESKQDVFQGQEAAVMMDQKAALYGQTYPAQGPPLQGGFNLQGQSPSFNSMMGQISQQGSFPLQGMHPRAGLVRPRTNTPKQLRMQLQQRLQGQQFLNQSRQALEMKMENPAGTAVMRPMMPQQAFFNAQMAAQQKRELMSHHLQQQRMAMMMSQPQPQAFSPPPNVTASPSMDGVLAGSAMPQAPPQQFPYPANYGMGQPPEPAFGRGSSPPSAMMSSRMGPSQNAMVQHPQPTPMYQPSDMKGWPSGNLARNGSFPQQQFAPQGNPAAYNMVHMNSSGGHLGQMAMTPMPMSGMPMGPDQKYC
# UBC9 SUMO inh – SUMOylation inhibition; P63279; HTRF SUMOylation assay, SAE1/SAE2 + UBC9, in vitro; inhibition, % at 35 µM; actives 0.36% (n = 290,000); in the data active = inhibition above about 50%, passing the limit was not always enough; note: strong numbers were not always called active
# IDE cell activ – boosts human insulin-degrading enzyme activity in HEK cells | P14735 | FAbeta-B cleavage, fluorescence polarization; 0% vehicle, 100% cell-free pure enzyme wells | activation, % at 5.96 µM | actives 0.073% (n = 340,000);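 active = activation above the mean of all tested compounds plus 3 SD, set per screening campaign, cut at about 17% in these data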
# An asterisk follows results filed as active; x = no result given; [ ] = dose if it differs, or a comment.
# Second line of a record – MEKK3 PB1 HTS	IDE cell activ	HCV NS3 hel inh	IMP-1 inh	p-CIP stab down	PHOSPHO1 inh	VIM-2 inh	FID counter	UBC9 SUMO inh
> Cn1c(O)c(C=Nc2ccccc2-c2ccccc2)c(=O)n(C)c1=O
  94	8	-9	-3.0	-7	42	-1.3	-3	31
> Fc1ccc(CCNCc2ccccc2Cl)cc1
  98	-4	-6	-1.9	-6	-7	-1.7	-4	-2
> Cc1ccc(CN2C(=O)CN=C(c3ccccc3)c3ccccc32)cc1
  93	0	-6	-3.3	-4	-25	1.2	-29	-1
> CC(C)Oc1ccc(C2(C#N)CC[N+](C)(C)CC2)cc1
  96	4	-15	-0.7	1	-1	1.0	3	9
> COc1cccc(NC(=O)N2CCC3(CC2)OCCO3)c1
  92	4	-16	-1.3	-23	4	-1.4	2	5
> COc1ccc(CN2C(=O)NC(=O)/C(=C/c3ccc([N+](=O)[O-])s3)C2=O)cc1
  104	-17	-20	-0.7	-25	-14	1.4	-7	46
> O=C1NC(=O)N(C2CCCCC2)C(=O)C1C1c2ccccc2C(=O)N1Cc1ccccc1 (centres undefined)
  76*[inhibitor]	1	6	-3.9	3	6	-1.4	-14	6
> C=CCn1c(O)c(C(C)=NCc2cc(OC)cc(OC)c2)c(=O)[nH]c1=O
  105	0	4	-1.1	-19	6	0.4	-15	5
> O=c1c2ccccc2nc(/C=C/c2ccc(O)cc2)n1-c1ccc(O)cc1
  105	-70	8	-0.2	-47	-12	-0.2	-7	24
> CCn1c(O)c(C=NCCN2CCOCC2)c(=O)n(CC)c1=S
  93	-6	15	-1.4	10	24	-1.6	-13	-4
> CC(=O)N1CCN(CC(=O)Nc2ccc(C#N)c(Cl)c2)CC1
  115	5	-6	-2.1	2	-11	-3.2	-1	11
> CC(C)n1nnnc1CN1CCN(C)CC1
  98	2	-8	-2.3	-11	-5	-4.8	-2	14
> O=C(Cc1ccccc1)N1CCN(Cc2c[nH]c3ccccc23)CC1
  104	-2	-2	-0.6	-1	1	0.7	4	21
> COc1ccccc1OCC(=O)N1CCCC(N2CCN(c3ccc(F)cc3)CC2)C1 (centres undefined)
  103	1	-1	-4.6	-6	-11	-3.8	-33	-13
> COc1ccc(CC2C(=O)N(c3ccccc3)C(=O)N(c3ccccc3)C2=O)c(OC)c1
  104	3	-4	-0.6	1	38	-3.7	-17	1
> Cc1ccccc1-c1nc2ccccc2c(=O)n1C
  109	2	5	-0.7	4	51	0.6	0	7
> O=C(c1cc2c(s1)CCCC2)N1CCC2(CC1)OCCO2
  95	2	-2	-2.4	-3	10	0.6	-13	24
> C=CCn1c(O)c(C=NCCCn2ccnc2)c(=O)[nH]c1=O
  72	-1	3	0.4	-9	4	23*	-1	20
> Cc1cccc(-n2c(O)c(/C=N/N3CCOCC3)c(=O)[nH]c2=S)c1
  97	0	-5	-0.2	5	-1	-2.0	-1	-12
> COc1ccc(OC)c(CNCCc2ccc(OC)c(OC)c2)c1
  106	2	0	1.9	-7	30	-0.6	1	11
> S=P(NC1CCCCC1)(N1CC1)N1CC1
  90	3	2	-3.0	-18	13	0.6	-2	15
> CN(C)S(=O)(=O)c1cc(NC(=O)C[N+]23CCN(CC2)CC3)ccc1Cl
  111	0	-10	-2.9	-5	-12	-3.7	1	7
> CCOc1ccccc1N1C(=O)NC(=O)/C(=C/c2ccc3c4c(cccc24)CC3)C1=O
  100	-4	10	-3.4	-13	0	-0.7	-16	22
> Cc1cccc(-n2c(C)nc3ccccc3c2=O)c1C
  97	3	2	2.3	4	16	-0.8	14	-5
> CC(=O)c1cn(Cc2ccc(C#N)cc2)c2ccccc12
  105	3	2	-2.6	6	10	-0.1	-2	3
> CCOC(=O)COc1ccc2c(c1)c(C(C)=O)c(C)n2Cc1ccccc1
  98	8	-26	-2.4	-10	24	0.8	-31	-6
> Cc1cccc(-n2c(O)c(C=Nc3ccc(Br)cn3)c(=O)[nH]c2=O)c1
  101	3	25	-1.4	-214	-8	-0.8	-12	6
> CN1CCN(C(=S)SCC(=O)Nc2ccc(Cl)cc2C(=O)c2ccccc2)CC1
  108	2	-62	-1.3	3	-14	-0.9	1	-17
> Cc1cc(C=C2C(=O)NC(=O)NC2=O)c(C)n1-c1cccnc1
  107	2	5	-2.6	7	16	-1.5	-5	1
> COc1ccn(C)c(=O)c1C#N
  105	5	10	-1.3	-9	52	-1.1	0	1

# By substructure, those above with fluorine.
# Second line of a record – MEKK3 PB1 HTS	IDE cell activ	HCV NS3 hel inh	IMP-1 inh	p-CIP stab down	PHOSPHO1 inh	VIM-2 inh	FID counter	UBC9 SUMO inh
> Fc1ccc(CCNCc2ccccc2Cl)cc1
  98	-4	-6	-1.9	-6	-7	-1.7	-4	-2
> COc1ccccc1OCC(=O)N1CCCC(N2CCN(c3ccc(F)cc3)CC2)C1 (centres undefined)
  103	1	-1	-4.6	-6	-11	-3.8	-33	-13

# Next part
# Second line of a record – MEKK3 PB1 HTS	IDE cell activ	HCV NS3 hel inh	IMP-1 inh	p-CIP stab down	PHOSPHO1 inh	VIM-2 inh	FID counter	UBC9 SUMO inh
> CC(C)CC(NC(=O)C1CCCCC1)C(=O)N1CCC2(CC1)OCCO2 (centres undefined)
  100	4	2	-0.2	-4	25	0.1	-14	-29
> O=C(CCS(=O)(=O)c1ccc(Br)cc1)N1CCC2(CC1)OCCO2
  104	1	-3	-0.5	2	3	0.5	2	6
> CN(C)C(=Nc1ccccc1)P(=S)(N(C)C)N(C)C
  104	5	5	-2.3	12	13	-0.8	-1	-1
> CN1C(=O)C(=Cc2ccccc2Oc2ccc(Cl)c(F)c2)C(=O)N(C)C1=O
  111	1	-1	-1.0	6	-19	-3.6	-5	-18
> CN1CCN(C(=O)COc2ccc(S(=O)(=O)Nc3ccc(F)cc3)cc2)CC1
  96	4	-7	-0.2	13	24	-1.7	12	3
> CC(=O)OC1N=C(c2ccccc2Cl)c2cc(Br)ccc2N(C)C1=O (centres undefined)
  103	-1	-4	-3.0	-3	32	-3.1	-29	9
> Cc1ccc2[nH]c(C)c(CCNCc3cccnc3)c2c1
  102	7	-2	-0.9	-7	26	-0.5	2	20
> COc1ccc(CN2CCN(C(=O)Cc3ccccc3)CC2)cc1Br
  97	-3	-3	0.7	5	-7	-1.4	-15	8
> O=C(N/N=C\C1C(=O)NC(=S)N(c2ccccc2)C1=O)c1ccc(O)cc1 (centres undefined)
  95	7	12	-0.8	-4	-11	-1.6	-13	18
> C#C[C@]1(O)CC[C@H]2[C@@H]3CCC4=CC(=O)CC[C@]4(C)[C@H]3CC[C@@]21C
  105	2	-4	-1.3	-10	1	0.8	-1	7
> O=C(Cn1c(=S)[nH]c2ccccc2c1=O)N1CCC2(CC1)OCCO2
  99	1	-5	-3.2	-2	-44	-0.8	-6	-7
> CNc1ccc2nc3ccccc3[n+](C)c2c1
  88	3	18	-8.3	-11	24	8.0*	-114	-21
> CCNC(=S)N(C)CCc1cc2c(c(OC)c1C=C1C(=O)N(C)C(=O)N(C)C1=O)OCO2
  86	x	6	-1.0	-10	39	-2.5	-6	25
> O=C(Cc1ccccc1)N1CCN(Cc2ccc(F)cc2)CC1
  102	7	-13	-0.7	-15	3	-0.3	-12	15
> CCOP(=O)(OCC)C(NC(=O)c1cccc([N+](=O)[O-])c1)C(Cl)(Cl)Cl (centres undefined)
  92	8	-9	-3.9	2	37	-1.7	-4	18
> CCP(=S)(CC)c1ccc(N(C)C)cc1
  101	4	-1	-2.5	-2	12	-2.0	-5	8
> CCCCn1c(O)c(/C(C)=N/NC(=O)Nc2ccccc2)c(=O)[nH]c1=O
  97	8	10	-3.3	3	-4	-4.1	-20	-4
> CN1C[C@@H]2C[C@@H](c3cccn3-c3ccccn3)N3CCC[C@@]23C1=O
  97	3	14	-3.2	0	40	-1.2	0	19
> COc1ccccc1CN1CCCCC1c1cccnc1 (centres undefined)
  86	-1	6	-3.7	-5	-34	-3.6	-3	-3
> CC1(C)CC2(CCO1)NCCN1C(=O)CSC12 (centres undefined)
  103	3	9	-1.0	8	-42	-2.7	1	-6
> O=C(O)CC1OCC=C2CN3CCC45c6ccccc6NC4C1C2CC35 (centres undefined)
  94	2	5	-0.9	-2	34	-0.5	-7	-7
> Clc1cccc(CNCCc2ccc3c(c2)OCO3)c1
  102	-2	-15	-1.0	-4	31	-2.6	3	-4
> COc1ccc2c(c1)NP(=S)(Oc1ccccc1)N2 (centres undefined)
  100	1	12	-1.2	2	-102	1.1	-2	53*
> CCOCCN1CCC(OC(C)=O)C(C)C1 (centres undefined)
  109	7	-4	-0.8	-1	-8	-0.3	1	-5
> CSCCC(N=Cc1c(O)n(-c2ccc(Cl)cc2)c(=O)[nH]c1=O)C(=O)OC(C)(C)C (centres undefined)
  100	0	-2	-3.5	-5	3	-4.2	-21	1
> Cc1ccc(/C=C2\C(=O)NC(=S)N(c3ccccc3F)C2=O)s1
  106	-6	16	-2.3	-19	-9	-3.5	-7	9
> CCOCCc1c(O)[nH]c(=S)[nH]c1=O
  97	2	3	-0.8	-17	1	-2.3	-2	-2
> COc1ccc(/C=C2\C(=O)NC(=O)N(Cc3ccccc3)C2=O)c(OC)c1OC
  102	-2	8	-2.2	-3	27	-2.5	-8	8
> CCC(C)NC(=O)CCC(=O)OC1O[C@H]2OC3(C)CC[C@H]4[C@H](C)CCC(C1C)C24OO3 (some centres undefined)
  105	4	-4	-4.0	-29	44	-0.5	-40	-4
> COc1ccc(/C=C2\C(=O)NC(=O)N(CCC3=CCCCC3)C2=O)c(OC)c1
  100	4	23	3.5	-1	4	3.2	-20	10
> Cc1ccccc1N1CCN(Cc2ccc3c(c2)OCO3)CC1
  96	1	5	-1.8	0	19	-1.4	5	-7
> CC(C)Sc1nnc(OC(=O)N(C)C)n1-c1ccccc1
  97	2	5	-3.5	-8	2	-2.6	-7	2
> S=C1Nc2ccccc2Sc2ccccc21
  103	4	-7	-3.2	-10	21	-4.5	-6	11
> CC(C)CCn1c(=O)c(C(=O)Nc2ccccc2S(N)(=O)=O)c(O)c2ccccc21
  94	8	10	-3.9	-4	-14	-1.0	-5	7
> CCc1nc2ccccc2c(=O)n1-c1ccccc1OC
  94	1	7	-0.2	-1	19	1.9	0	3
> Cc1ccc(C)c(C2(O)CC(C)N(C)CC2C)c1 (centres undefined)
  114	3	-2	-2.0	-10	11	-1.4	-3	25
> CC(C)N1CCN(Cc2c[nH]c3ccccc23)CC1CCO (centres undefined)
  101	6	-4	0.4	4	-16	-0.9	1	-2
> COc1ccccc1-n1c(O)c(C=NCc2ccc3c(c2)OCO3)c(=O)[nH]c1=O
  108	4	0	-2.2	2	42	-0.5	-10	-6
> O=P1(N(CCCl)CCCl)NCCCO1 (centres undefined)
  104	6	4	-1.0	0	-6	-2.3	3	11
> CCCCS(=O)(=O)N1CCN(C(=N)N[N+](=O)[O-])CC1
  104	x	4	-2.2	-7	-1	-2.0	-1	2
> Cc1cccc(CSc2nc3c(cc2C#N)CN(C)CC3)c1
  107	3	-5	0.9	-8	-26	3.4	10	3

# These rows are one share of the data. The share of hits here may be higher or lower than overall.
